High-throughput results from PubChem BioAssay.
LMNA splice mod = modulators of lamin A splicing. HeLa LMNA splicing GFP/RFP minigene ratio, 48 h. 200,000 tested, 0.01% active. Potency, µM (highest dose often 46.1 µM), for inactives: at the highest dose ratio change, negative = inhibition, usual class: inhibitors. AID 1487; active means well fitted inhibition curve with a large enough effect in the signal ratio, with a control signal flat, not every such curve was filed as active; inconclusive means small, poorly fitted or top-dose-only effect, or effect the other way, or a change in a side signal; the % refers to the signal ratio; further: potency means the concentration at half of the fitted maximal effect; on the % scale 0 is the no-effect control and ±100 the full control effect
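Read-out is the ratio of GFP to DsRed2 object intensity, acquired by 488 nm laser-scanning cytometry on HeLa lamin A-EGFP minigene reporter cells. Compound incubation 48 hrs at 37 °C in Opti-MEM with 2% FBS; DMSO 0.5% final.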
CBFb RUNX1 block = CBF-beta/RUNX1 interaction disruption; Q01196+Q13951; AlphaScreen CBFb-His/RUNX1-biotin binding, biochemical; Potency, µM (highest dose often 59.8 µM), for the others: top-dose activity, negative = inhibition, usual class: inhibitors; 230,000 tested, under 10 active; further: % of control where 0% means no effect
Target sequence (Q01196 whole entry, looked up): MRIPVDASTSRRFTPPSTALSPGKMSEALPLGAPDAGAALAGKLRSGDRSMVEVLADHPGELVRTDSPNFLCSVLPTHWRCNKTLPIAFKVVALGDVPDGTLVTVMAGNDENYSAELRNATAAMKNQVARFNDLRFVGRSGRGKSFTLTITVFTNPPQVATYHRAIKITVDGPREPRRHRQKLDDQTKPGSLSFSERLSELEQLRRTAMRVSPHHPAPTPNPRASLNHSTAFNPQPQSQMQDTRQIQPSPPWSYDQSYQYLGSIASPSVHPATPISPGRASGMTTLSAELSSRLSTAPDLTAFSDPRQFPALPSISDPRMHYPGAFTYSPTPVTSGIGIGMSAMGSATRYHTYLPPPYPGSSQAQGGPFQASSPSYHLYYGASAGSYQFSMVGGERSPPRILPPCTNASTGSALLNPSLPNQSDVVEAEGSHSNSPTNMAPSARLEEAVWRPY
Target sequence (Q13951 whole entry, looked up): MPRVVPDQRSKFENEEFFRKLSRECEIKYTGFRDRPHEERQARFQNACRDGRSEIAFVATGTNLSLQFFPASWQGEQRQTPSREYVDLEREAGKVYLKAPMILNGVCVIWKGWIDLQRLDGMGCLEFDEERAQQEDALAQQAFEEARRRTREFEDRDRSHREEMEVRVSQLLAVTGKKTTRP
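Read-out: AlphaScreen. Format: His-CBF-beta with biotinylated RUNX1 (30 nM each) preincubated 20 min, compound 15 min, Ni-chelate plus streptavidin beads 90 min; room temperature throughout.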
Epigenetic derep = derepresses silenced GFP reporter in murine cells | murine LDR cells, GFP reporter derepression, 30 h | Potency, µM (series often up to 53.9 µM), without a hit: at the top dose GFP activation, most hits filed as activators | 280,000 tested, 0.2% active; further: potency means the concentration at half of the fitted maximal effect; % of control where 0% means no effect; nearly all actives have a fitted effect of over 60% in size
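Reporter derepression read as number of fluorescent GFP-positive objects, 20-120 um in size, counted by laser-scanning cytometer. Mouse LDR line with an epigenetically silenced CMV-GFP locus; compound incubation 30 h, 37 C.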
IMPase Li cell = membrane-permeable IMPase blocker, potentiated with lithium; Potency, µM (doses to about 59.4 µM), inactives show at the top dose activity, negative = IMPase inhibition, hits mostly inhibitors; CHO-M1 cells, IP1 TR-FRET (IP-One), carbachol + lithium; AID 1457; 210,000 tested, 0.35% active;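 further: IP1 builds up when IMPase is blocked and the TR-FRET signal falls; potency means the concentration at half of the fitted maximal effect; plate controls were basal vehicle for no effect and high inhibitor control for full effect; nearly all actives have a fitted effect of over 50% in size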
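CHO cells stably expressing M1 receptor (2000/well, cultured 16–30 h) treated 30 min at 37C with compound plus low lithium. Cytosolic IP1 by TR-FRET (665/620 ratio and 620 channel) after 10 min lysis; AC50 by Hill fit.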
HTT aggregate = inhibitors of mutant huntingtin aggregate formation in PC12 cells. Potency, µM (highest dose often 46.1 µM), without a hit: at the highest dose activity change, negative = inhibition, most hits filed as inhibitors. 220,000 tested, 1.1% active. AID 1688. PC12 HttQ103-GFP aggregates, Acumen cytometry, 40 h; further: potency means the concentration at half of the fitted maximal effect; on the % scale 0 is the no-effect control and ±100 the full control effect; nearly all actives have a fitted effect of over 60% in size
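PC12 cells stably carrying ecdysone-inducible HTT exon 1 Q103–GFP were induced with tebufenozide (100 nM final) and treated with library compounds in titration. GFP aggregates in lysates were counted by laser scanning cytometry.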
Luc counter = blocks Kinase-Glo luciferase, a counter-screen artifact | Q27757 | Kinase-Glo luciferase, ATP luminescence, 8 min | Potency, µM (doses to about 38.3 µM), inactives show at the top dose activity change, negative = inhibition, hits mostly inhibitors | 200,000 tested, 0.28% active; further: potency means the concentration at half of the fitted maximal effect; on the % scale 0 is the no-effect control and ±100 the full control effect; nearly all actives have a fitted effect of over 60% in size
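Recombinant Kinase-Glo luciferase, 10 uM ATP (linear range), luciferin; imidazole pH 7.2 / KCl / MgCl2 / Tween / BSA buffer; 8 min RT; luminescence.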
NPSR antag = blocks cAMP signaling of the human neuropeptide S receptor; CHO-NPSR cells, cAMP TR-FRET, antagonist mode; Potency, µM (titrated, usually from 38.3 µM), inactives show at the highest dose activity change, negative = inhibition, hits mostly inhibitors; 220,000 tested, 1% active; AID 1461; further: potency means the concentration at half of the fitted maximal effect; on the % scale 0 is the no-effect control and ±100 the full control effect; nearly all actives have a fitted effect of over 50% in size; many of its hits are not listed in these tables
Target sequence (Q6W5P4 whole entry, looked up): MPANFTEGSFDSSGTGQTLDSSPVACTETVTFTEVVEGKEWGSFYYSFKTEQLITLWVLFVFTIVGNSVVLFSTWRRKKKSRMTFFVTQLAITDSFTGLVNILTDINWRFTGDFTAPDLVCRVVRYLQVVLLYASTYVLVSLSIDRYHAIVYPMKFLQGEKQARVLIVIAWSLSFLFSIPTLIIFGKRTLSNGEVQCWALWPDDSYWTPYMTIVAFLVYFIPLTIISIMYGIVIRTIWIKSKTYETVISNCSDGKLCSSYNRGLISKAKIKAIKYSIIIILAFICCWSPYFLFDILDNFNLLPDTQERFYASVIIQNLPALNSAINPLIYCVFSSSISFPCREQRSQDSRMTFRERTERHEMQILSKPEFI
An asterisk follows results filed as active; ? = inconclusive; nt = not tested or not shown; & = joins results of further samples; [ ] = remark or other dose. Unless noted, the call rests on the fitted dose curve; in most records, active means well fitted curve in the direction sought with a large enough effect; inconclusive means small, poorly fitted or top-dose-only effect, or another doubt; inactive means no such curve, though single readings can be large; an effect the other way counts as inactive or inconclusive.

no.	smiles	LMNA splice mod	CBFb RUNX1 block	Epigenetic derep	IMPase Li cell	HTT aggregate	Luc counter	NPSR antag
1	O=C1C(c2[nH]c3ccccc3c2O)=Nc2ccccc21	nt	-26%	0.0%	17%&18%	-1%	nt	nt
2	Cc1ccc(C)c(SCC(=O)NCc2ccco2)c1	0%[0.0737 µM]	2%	0.1%	-5%[38.3 µM]	-8%	-3%	3%[46.1 µM]
3	CC(Sc1nnc(NCc2ccccc2)s1)C(=O)Nc1ccc2c(c1)C(=O)c1ccccc1C2=O (configuration not stated)	-10%	-5%	0.0%	1%	-14%	-4%	7%
4	CC(=O)COC(=O)C1CC(=O)N(c2ccc(C)c(C)c2)C1 (configuration not stated)	nt	19%	1.1%	2%	6%[9.22 µM]	-3%	-8%
5	CCn1c(SCC(=O)OC(C)C)nnc1-c1cccc(Cl)c1	-12%	1%	-1.2%	5%[38.3 µM]	-3%	-1%	13%[7.67 µM]
6	Cn1cnnc1Sc1nc2c(c(=O)n(C)c(=O)n2C)n1Cc1ccccc1Cl	1%	1%	0.0%	8%	-5%	0%	-1%[46.1 µM]
7	COc1ccc(-c2cc(C(=O)NCCN3CCOCC3)c3ccccc3n2)cc1	4%	6%	0.0%	-13%[38.3 µM]	8%	8%	7%[46.1 µM]
8	COC(=O)CNC(=O)C(C)NC(=O)CNC(=O)OCc1ccccc1 (configuration not stated)	8%	-2%	-1.5%	-6%[38.3 µM]	16%	-3%	0%[46.1 µM]
9	COc1ccc2c(c1)O[C@@H](c1ccc3c(c1)OCO3)[C@H](OC(=O)NC1CCCC1)C2=O	nt	1%	0.0%	5%	nt	0%	nt
10	COc1ccccc1N1CCN(/N=C\C(Br)=C\c2ccccc2)CC1	nt	?	5.8%	17%	16%	-8%	-24%
11	Cc1ccc2c(c1)c(C)cc[n+]2Cc1ccccc1	?	2%	-0.9%	nt	-27%	nt	7%[46.1 µM]
12	O=C(O)c1ccc(N/N=C/c2cccc3nccnc23)cc1	nt	4%	0.2%	nt	-20%[9.22 µM]	nt	-24%
13	O=C(/C=C/c1c[nH]c2ccccc12)c1cccc2ccccc12	?	-12%	1.1%	11%	-11%	1%	-14%[46.1 µM]
14	O=[N+]([O-])c1ccc(C2CN=C(Nc3ccccc3)S2)cc1 (configuration not stated)	?	-10%	-3.9%	7%	-15%	-2%	-14%
15	COc1ccccc1/C=C(/C(=O)OCC(=O)NCc1ccccc1)c1ccccc1	?	8%	0.0%	4%	-27%	4%	?
16	C/C(=N\NC(=S)NC1CCCCC1)c1ccccc1	?	-11%	0.0%	1%	-7%	-1%	-52%
17	CC(=O)NC12CC3CC(C)(C1)CC(NC(C)=O)(C3)C2	3%	6%	1.9%	14%[38.3 µM]	-7%	2%	12%[46.1 µM]
18	CC(=O)OC(C(=O)NC1CCCCC1)c1ccccc1F (configuration not stated)	17%[46 µM]	2%	0.0%	6%	-2%[9.22 µM]	-1%	-9%
19	O=S(=O)(c1ccccc1)c1nc(-c2ccccc2Cl)oc1NCCN1CCOCC1	9%	-18%	-4.2%	0%[38.3 µM]	11%	0%	-29%[46.1 µM]
20	Cn1nccc1NS(=O)(=O)c1ccc(F)cc1	nt	-5%	-4.9%	nt	-3%[9.22 µM]	nt	-39%
21	C=CCOc1ccc(C=Nc2ccc(C)c(Cl)c2)c(O)c1	-6%	2%	-0.9%	-2%	-12%	-4%	12%
22	Cc1ccc(OCC(O)CN2CCN(CC(O)COc3ccc(C)cc3)CC2)cc1 (configuration not stated)	0%	0%	-1.6%	-7%[38.3 µM]	3%	-3%	-3%[46.1 µM]
23	O=C(CSc1nc2ccccc2c(=O)[nH]1)Nc1ccc(S(=O)(=O)N2CCCC2)cc1	?	-11%	-1.0%	9%[38.3 µM]	-15%	1%	-17%[46.1 µM]
24	COC(=O)c1ccc(CSc2nnc(CNC(=O)c3ccccc3F)o2)o1	3%	20%	0.0%	-4%[38.3 µM]	17%	-4%	-5%[46.1 µM]
25	Cc1cccc(OC(=O)Cn2c(C(F)(F)F)nc3ccccc32)c1	5%	2%	-1.1%	26%[38.3 µM]	-5%	-3%	-14%[46.1 µM]

From compound 1 up to 3, as listed above:
no.	smiles	LMNA splice mod	CBFb RUNX1 block	Epigenetic derep	IMPase Li cell	HTT aggregate	Luc counter	NPSR antag
1	O=C1C(c2[nH]c3ccccc3c2O)=Nc2ccccc21	nt	-26%	0.0%	17%&18%	-1%	nt	nt
2	Cc1ccc(C)c(SCC(=O)NCc2ccco2)c1	0%[0.0737 µM]	2%	0.1%	-5%[38.3 µM]	-8%	-3%	3%[46.1 µM]
3	CC(Sc1nnc(NCc2ccccc2)s1)C(=O)Nc1ccc2c(c1)C(=O)c1ccccc1C2=O (configuration not stated)	-10%	-5%	0.0%	1%	-14%	-4%	7%

Additional records.
no.	smiles	LMNA splice mod	CBFb RUNX1 block	Epigenetic derep	IMPase Li cell	HTT aggregate	Luc counter	NPSR antag
26	CCOC(=O)c1cc(-c2ccccc2)nn1CCC#N	-8%[9.22 µM]	14%	6.7%	3%	6%	2%	4%
27	CCSc1nc2c(cnn2-c2ccc(C)c(C)c2)c(=O)[nH]1	-8%	-1%	-0.2%	?	0%	17%	-5%[46.1 µM]
28	CCCCCCOC(=O)Cc1c(C)nc(N)[nH]c1=O	nt	5%	2.4%	nt	6%[9.22 µM]	nt	31%
29	COCCN1C(=O)C(=O)/C(=C(/O)c2cccc(OC)c2)C1c1ccco1 (configuration not stated)	12%	-25%	0.0%	-6%[38.3 µM]	-13%	0%	-4%[46.1 µM]
30	COc1ccc2nc(N/C(N)=N/C(=S)Nc3c(C)cccc3C)nc(C)c2c1	nt	21%	-2.9%	8%	-2%	-4%	-30%
31	Cc1cc(C)cc(OCC(=O)OCC(=O)NCCC2=CCCCC2)c1	-2%	19%	1.3%	-9%	-7%	-1%	7%
32	CN(CC1CCOCC1)C(=O)CC1C(=O)NCCN1Cc1ccc(Cl)c(F)c1 (configuration not stated)	nt	2%	-1.2%	nt	18%[9.22 µM]	nt	43%
33	Cc1cccn2cc(CCNS(=O)(=O)c3ccc4c(c3)OCCO4)nc12	-17%	10%	0.0%	23%[38.3 µM]	8%	-1%	-11%[46.1 µM]
34	COCCOC(=O)c1sc(=S)n(CCOC)c1N	13%	-22%	?	-13%[38.3 µM]	11%	-8%	?
35	CC12CCC(C(=O)NCCc3ccccc3)(OC1=O)C2(C)C (configuration not stated)	-5%[46 µM]	10%	1.1%	5%	0%	-2%	13%
36	COC(=O)C1SCC2C(=O)N(Cc3ccc(Cl)cc3)CC(=O)N21 (configuration not stated)	nt	4%	1.5%	-9%	-7%	10%	3%
37	O=C(Nc1cc(Sc2ccccn2)cc([N+](=O)[O-])c1)c1cccc(F)c1	?	-9%	0.4%	9%	1%	-1%	-18%
38	O=c1cc(-c2cccc(O)c2)oc2ccc(O)cc12	nt	3%	1.3%	39%[activator]	nt	-14%	nt
39	CCOc1ccc2[nH]c(=O)c(CN(CC3COCCO3)C(=O)c3ccc(C)cc3)cc2c1 (configuration not stated)	7%[46 µM]	9%	-4.9%	3%	-2%[9.22 µM]	2%	-20%
40	CCN(CC)S(=O)(=O)c1ccc(NC(=O)c2nc3nc(C)cc(C)n3n2)cc1	nt	10%	0.9%	nt	3%[9.22 µM]	nt	11%
41	Cc1ccc(C(=O)c2cc([N+](=O)[O-])ccc2N2CC(C)OC(C)C2)cc1 (configuration not stated)	?	1%	1.0%	13%	-4%	-1%	-22%
42	O=C(CSc1cccc2cccc(Cl)c12)NCc1cccs1	-13%	6%	0.0%	-2%	-2%	4%	-21%
43	C=CCOC(=O)C1=C(C)OC(N)=C(C#N)C1c1ccc2c(c1)OCO2 (configuration not stated)	6%	-3%	0.0%	28%[38.3 µM]	7%	8%	0%[46.1 µM]
44	O=C(CN(CC1CCCO1)C(=O)CCC(=O)Nc1nccs1)NCc1ccc2c(c1)OCO2 (configuration not stated)	8%	8%	0.0%	21%[38.3 µM]	-33%	4%	-7%[46.1 µM]
45	CCN(CC)S(=O)(=O)c1ccc(-c2nnc(SCC(=O)N3CCc4ccccc43)o2)cc1	-7%	-2%	5.9%	33%[38.3 µM]	6%	-3%	8%[46.1 µM]
46	COc1ccc(NC(=O)CSc2ccc3c4c(cccc24)C(=O)c2ccccc2-3)cc1	4%	1%	?	-5%[38.3 µM]	?	-3%	-1%[46.1 µM]
47	COc1ccc(CNC(=O)C2(C)Cc3ccccc3C(=O)O2)cc1 (configuration not stated)	nt	-5%	-0.8%	-6%	?	-1%	9%
48	Cc1ccc(S(=O)(=O)NCC(=O)OCC(=O)c2cc(C)n(-c3ccccc3)c2C)cc1	?	2%	-1.8%	3%	10%	0%	5%
49	CC(Sc1nc2ccccc2n1C)C(=O)NC(c1ccccc1)c1ccccc1 (configuration not stated)	-6%	6%	0.0%	15%	?	-3%	?
50	CCOC(=O)C=C(C(=O)OCC)C(=O)OCC	nt	-1%	?	-7%	-9%[9.22 µM]	nt	?
51	CCC(C)n1c(SCc2ccccc2)nc2ccsc2c1=O (configuration not stated)	?	?	1.1%	12%	-11%	0%	-48%
52	COC(=O)Nc1nn(-c2ccc(Cl)cc2)c(=O)c(C#N)c1C	nt	25%	-1.7%	nt	-18%[9.22 µM]	nt	9%
53	Cc1cc(C(C)(C)C)oc1C(=O)Nc1ccc(CC(=O)O)cc1	0%	-1%	0.3%	1%[38.3 µM]	-12%	-1%	-16%[46.1 µM]
54	CCOC(=O)C1CCCN(C(=O)C(C)Oc2ccc(Cl)cc2Cl)C1 (configuration not stated)	4%	9%	0.0%	29%[38.3 µM]	11%	-1%	-13%[46.1 µM]
55	CCN1C(=O)CC(N2CCC(c3nc4ccccc4[nH]3)CC2)C1=O (configuration not stated)	nt	11%	10%	?	0%	-2%	8%
56	CCOC(=O)N1CCN(CCC(=O)Nc2ccccc2OC)CC1	-4%	0%	-1.2%	9%	-3%	-2%	1%[46.1 µM]
57	Cc1ccc(N=Cc2cc(Cl)cc(Cl)c2O)nc1	-11%	4%	-0.8%	-11%	5%	-3%	-14%
58	COc1ccc(C(=O)NC(NC(=S)Nc2ccc(S(N)(=O)=O)cc2)C(Cl)(Cl)Cl)cc1 (configuration not stated)	-7%	-3%	-1.2%	7%[38.3 µM]	16%	4%	?
59	Cc1ccc(C)c2c1sc(=NC(=O)CN1C(=O)CCC1=O)n2C	-5%	-4%	1.7%	-4%[38.3 µM]	-28%	1%	-3%[46.1 µM]

Only part of the results is shown, so the mix of outcomes need not match the whole.
